G6PDH counter – L. mesenteroides G6PDH inhibitors, counter-screen for G6PDH-coupled screening assays, biochemical, Leuconostoc mesenteroides enzyme. glucose-6-phosphate dehydrogenase [Leuconostoc mesenteroides]. Purified L. mesenteroides G6PDH, diaphorase/resazurin coupled fluorescence, 45 min. inhibition, % at 5 µM. 200,000 tested, 0.12% active; in the data active = inhibition above about 50%
HMGR II inh – inhibitors of E. faecalis class II HMGR, primary screen, biochemical, Enterococcus faecalis; HMG-CoA reductase (Enterococcus faecalis, mvaE); purified E. faecalis HMGR, NADPH absorbance 340 nm kinetic; inhibition, % at 10 µM; 190,000 tested, 0.41% active;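 active = inhibition above a set limit, the median over all tested compounds plus 3 SD, cut at about 9.5% in these data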;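 note: enzyme runs in reverse so mevalonate oxidation gives rising NADPH absorbance; 0% = complete reaction with DMSO and 100% = background rate lacking mevalonate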
NF-kB neuron act – activators of NF-kB expression in neurons, primary screen, cell-based, HTS | human neuronal cells, NF-kB reporter expression; active compounds read high | fold change at 12.5 µM | 190,000 tested, 1.6% active; in the data active = fold change above about 3.3
STAT1 activator – STAT1 signaling activators, primary screen, cell-based, HTS, luciferase reporter; NIH 3T3 STAT1-luciferase reporter, IFN-gamma, luminescence; 100% = IFN-gamma alone, no compound; 200,000 tested, 2.6% active; activation (% of control), % at 5.5 µM;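 active = activation above the screen-wide mean activation plus 3 SD, cut at about 130% in these data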;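 note: raw ratio to IFN-gamma control signal so 100% means no change and 0% no light; values of inactives mirror those of a sister screen read the other way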
FLuc inhib CS – firefly luciferase enzyme inhibitors, primary screen, artefact control for luciferase-based inhibitor screens, biochemical, luminescence, ATPLite | 10 min | 200,000 tested, 1.5% active | inhibition, % at 10 µM | AID 1006, 2008 | Luciferin 4-monooxygenase (Photinus pyralis), P08659;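 active = inhibition above about 50% when tested at 10 µM, limit read from the data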
Target sequence (P08659 whole entry, looked up): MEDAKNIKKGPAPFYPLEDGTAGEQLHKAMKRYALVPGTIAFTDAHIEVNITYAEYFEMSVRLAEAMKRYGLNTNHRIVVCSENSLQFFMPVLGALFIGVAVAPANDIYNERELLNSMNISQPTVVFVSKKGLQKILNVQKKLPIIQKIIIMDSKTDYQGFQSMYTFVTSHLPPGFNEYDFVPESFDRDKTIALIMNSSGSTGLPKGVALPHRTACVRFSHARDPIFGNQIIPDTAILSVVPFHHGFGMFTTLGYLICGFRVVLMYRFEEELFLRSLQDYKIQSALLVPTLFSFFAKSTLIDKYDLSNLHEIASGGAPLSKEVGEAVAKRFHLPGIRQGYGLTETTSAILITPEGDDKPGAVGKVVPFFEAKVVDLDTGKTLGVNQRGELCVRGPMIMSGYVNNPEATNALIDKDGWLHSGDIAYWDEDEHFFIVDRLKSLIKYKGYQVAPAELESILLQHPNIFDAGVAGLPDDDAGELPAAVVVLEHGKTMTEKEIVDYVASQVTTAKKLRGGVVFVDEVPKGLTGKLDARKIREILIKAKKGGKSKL
FLuc act counter – FLuc activators, initial screening, artefact control for FLuc-dependent activation tests, biochemical, ATPlite luminescence; Luciferin 4-monooxygenase (Photinus pyralis), P08659; ATPlite luciferase biochemical, 10 min; 0 = ATP-free wells, 1 = DMSO control; activation factor at 10 µM; 200,000 tested, under 10 active;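 active = luciferase activation factor, scaled between plate controls, of at least 2 with compound at 10 µM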
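Material: Luciferase/luciferin reagent mix | Doses: Test compounds dosed from 2 mM stocks in 100% DMSO | Timing: 10 min incubation after luciferase reagent addition, room temperature | Measured by: Luminescence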
APP 5UTR inh – inhibitors of APP translation via 5'UTR reporter, primary screen, APP 5'UTR luciferase, SH-SY5Y cells | SH-SY5Y APP 5'UTR-luciferase reporter, luminescence | inhibition, % at 2 µM | 190,000 tested, 0.82% active | AID 1285, 2008;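 active = inhibition above a set limit, derived from the sample mean plus 3 SD, cut at about 45% in these data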; note: values of inactives mirror those of a sister screen read the other way
APP 5'UTR act – activators of APP 5'UTR luciferase reporter, primary screen, SH-SY5Y cells. activation, % at 2 µM. SH-SY5Y APP 5'UTR luciferase reporter, luminescence; zero percent = DMSO vehicle wells. 190,000 tested, 1% active;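 active = activation above a set limit, based on mean plus 3 SD of controls, cut at about 140% in these data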; note: values of inactives mirror those of a sister screen read the other way
DTT redox prof – compounds producing H2O2 with reducing agent – biochemical, NIH compound library profiling, artefact control for MLSCN library redox annotation, primary screen; 200,000 tested, 0.03% active; AID 878, 2007; activation, % at 10 µM; DTT-dependent redox cycling H2O2, phenol red/HRP absorbance; 100% = 100 µM peroxide control, 0% = buffer;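 active = activation of at least 50% relative to the plate's high and low controls in the primary single-dose screen; inactive = activation below 50%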;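 note: compound incubated with DTT at 0.8 mM final as the reducing agent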
Hsp70 activator – Hsp70 transcriptional activators, primary screen, cell-based, HeLa, Hsp70 promoter luciferase, luminescence, 10 µM. HeLa Hsp70 promoter luciferase reporter; scaled: vehicle 0, proteasome-inhibitor control 100%. activation, % at 10 µM. 200,000 tested, 0.04% active. AID 1203, 2008;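 active = activation above the mean across all tested compounds plus 3 SD, cutoff set per campaign, cut at about 5.5% in these data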;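 note: 100% = MG132 at 30 µM as the positive control and 0% = DMSO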
* = called active by the depositor.

Screening O=C(CNS(=O)(=O)c1ccccc1)NCc1ccccn1 returned G6PDH counter 0, HMGR II inh 1, NF-kB neuron act 1.4, STAT1 activator 96, FLuc inhib CS -4, FLuc act counter 1, APP 5UTR inh 40, APP 5'UTR act -40, DTT redox prof 0.2 and Hsp70 activator 0.2.
Screening Cc1c(NC(=S)NC(=O)C(C)(C)C)c(=O)n(-c2ccccc2)n1C returned G6PDH counter 9, HMGR II inh -3, NF-kB neuron act 1.2, STAT1 activator 87, FLuc inhib CS -10, FLuc act counter 1.1, APP 5UTR inh -2, APP 5'UTR act 2, DTT redox prof -0.1 and Hsp70 activator -0.2.
`Cc1cnc(NC(=O)CSc2nnc(-c3ccccc3)n2Cc2ccccc2)s1` gave G6PDH counter 4, HMGR II inh 1, NF-kB neuron act 0.86, STAT1 activator 98, FLuc inhib CS -11, FLuc act counter 1.1, APP 5UTR inh 7, APP 5'UTR act -7, DTT redox prof -3.8 and Hsp70 activator -0.2.
For CCOC(=O)C1(CCCc2ccccc2)CCN(C(=O)CCC2=NNC(=O)CC2)CC1 the results were G6PDH counter -2, HMGR II inh -2, NF-kB neuron act 1.1, STAT1 activator 93, FLuc inhib CS -1, FLuc act counter 1, APP 5UTR inh -9, APP 5'UTR act 9, DTT redox prof -2.0 and Hsp70 activator -0.3.
For CCC(C)NC(=O)c1ccccc1NC(=O)CN1C(=O)c2ccccc2S1(=O)=O (centres undefined) the results were G6PDH counter 27, HMGR II inh -5, NF-kB neuron act 1.1, STAT1 activator 93, FLuc inhib CS -3, FLuc act counter 1, APP 5UTR inh -4, APP 5'UTR act 4, DTT redox prof -0.7 and Hsp70 activator 0.1.
For O=C(NC1CCCC1)C(c1cccs1)N(C(=O)c1ccno1)c1ccccc1 (centres undefined) the results were G6PDH counter 14, HMGR II inh 1, NF-kB neuron act 1.2, STAT1 activator 101, FLuc inhib CS -10, FLuc act counter 1.1, APP 5UTR inh -3, APP 5'UTR act 3, DTT redox prof 1.6 and Hsp70 activator 0.1.
CC1CCc2cc(F)ccc2N1C(=O)c1ccncc1 (centres undefined) was read as G6PDH counter 6, HMGR II inh -2, NF-kB neuron act 1.5, STAT1 activator 91, FLuc inhib CS -6, FLuc act counter 1.1, APP 5UTR inh 11, APP 5'UTR act -11, DTT redox prof -0.5 and Hsp70 activator -0.4.
CCc1ccc(OCC(=O)NC(=S)Nc2ccc(F)cc2)c(Br)c1 was read as G6PDH counter 4, HMGR II inh -2, NF-kB neuron act 1, STAT1 activator 97, FLuc inhib CS -3, FLuc act counter 1, APP 5UTR inh -25, APP 5'UTR act 25, DTT redox prof -4.7 and Hsp70 activator 0.2.
`CCN(CC)C(=O)C(=O)c1cn(CC(=O)NCc2ccc3c(c2)OCO3)c2ccccc12` gave G6PDH counter 5, HMGR II inh -3, NF-kB neuron act 1.4, STAT1 activator 105, FLuc inhib CS -3, FLuc act counter 1, APP 5UTR inh 19, APP 5'UTR act -19, DTT redox prof -0.2 and Hsp70 activator -0.5.
COC(=O)C(C)Sc1ncnc2c1c(-c1ccccc1)cn2-c1ccc(OC)cc1 (centres undefined) was read as G6PDH counter -35, HMGR II inh -2, NF-kB neuron act 1, STAT1 activator 106, FLuc inhib CS -3, FLuc act counter 1, APP 5UTR inh 15, APP 5'UTR act -15, DTT redox prof 1.8 and Hsp70 activator 0.4.

Random excerpt: 3 entries already listed.
CCc1ccc(OCC(=O)NC(=S)Nc2ccc(F)cc2)c(Br)c1 was read as G6PDH counter 4, HMGR II inh -2, NF-kB neuron act 1, STAT1 activator 97, FLuc inhib CS -3, FLuc act counter 1, APP 5UTR inh -25, APP 5'UTR act 25, DTT redox prof -4.7 and Hsp70 activator 0.2.
Screening O=C(CNS(=O)(=O)c1ccccc1)NCc1ccccn1 returned G6PDH counter 0, HMGR II inh 1, NF-kB neuron act 1.4, STAT1 activator 96, FLuc inhib CS -4, FLuc act counter 1, APP 5UTR inh 40, APP 5'UTR act -40, DTT redox prof 0.2 and Hsp70 activator 0.2.
For O=C(NC1CCCC1)C(c1cccs1)N(C(=O)c1ccno1)c1ccccc1 (centres undefined) the results were G6PDH counter 14, HMGR II inh 1, NF-kB neuron act 1.2, STAT1 activator 101, FLuc inhib CS -10, FLuc act counter 1.1, APP 5UTR inh -3, APP 5'UTR act 3, DTT redox prof 1.6 and Hsp70 activator 0.1.

(more compounds)
For CCOc1ccccc1C(=O)Nn1c(C2CCC2)nc2ccccc2c1=O the results were G6PDH counter 2, HMGR II inh 0, NF-kB neuron act 0.68, STAT1 activator 103, FLuc inhib CS 0, FLuc act counter 1, APP 5UTR inh 2, APP 5'UTR act -3, DTT redox prof -3.0 and Hsp70 activator 0.0.
Screening CCOC(=O)C1=C(N)N(c2cc(S(=O)(=O)N3CCOCC3)ccc2Cl)C(=O)C1 returned G6PDH counter 1, HMGR II inh -2, NF-kB neuron act 1.4, STAT1 activator 104, FLuc inhib CS -2, FLuc act counter 1, APP 5UTR inh 3, APP 5'UTR act -3, DTT redox prof -0.4 and Hsp70 activator -0.1.
Cc1ccnc2nc(C(=O)OCC(=O)N(CC(C)C)CC(C)C)nn12 was read as G6PDH counter 1, HMGR II inh 3, NF-kB neuron act 1.1, STAT1 activator 104, FLuc inhib CS -5, FLuc act counter 1.1, APP 5UTR inh 2, APP 5'UTR act -2, DTT redox prof 0.4 and Hsp70 activator 0.1.
For O=C(N/N=C/c1ccc2c(c1)OCO2)c1ccc(NS(=O)(=O)c2cccs2)cc1 the results were G6PDH counter -4, HMGR II inh -15, NF-kB neuron act 1, STAT1 activator 110, FLuc inhib CS 28, FLuc act counter 0.7, APP 5UTR inh -6, APP 5'UTR act 6, DTT redox prof 0.3 and Hsp70 activator 0.8.
For Cc1nc(Cl)sc1C(=O)Nc1cccc2ccccc12 the results were G6PDH counter 2, HMGR II inh -4, NF-kB neuron act 0.8, STAT1 activator 96, FLuc inhib CS -5, FLuc act counter 1.1, APP 5UTR inh -15, APP 5'UTR act 15, DTT redox prof -0.1 and Hsp70 activator -0.3.
Cc1occc1C(=O)NCCCCNC(=O)c1ccoc1C was read as G6PDH counter 2, HMGR II inh -1, NF-kB neuron act 0.99, STAT1 activator 95, FLuc inhib CS -5, FLuc act counter 1, APP 5UTR inh -19, APP 5'UTR act 19, DTT redox prof -0.6 and Hsp70 activator 0.5.
For CCCCn1c(SCC(=O)Nc2nnc(C)s2)nc2c1c(=O)n(C)c(=O)n2C the results were G6PDH counter 14, HMGR II inh -9, NF-kB neuron act 1.3, STAT1 activator 99, FLuc inhib CS 0, FLuc act counter 1, APP 5UTR inh 3, APP 5'UTR act -3, DTT redox prof 1.1 and Hsp70 activator -0.3.
Screening COc1ccc(NC(=O)c2ccc(COc3ccccc3OC)o2)cc1OC returned G6PDH counter -3, HMGR II inh 2, NF-kB neuron act 0.62, STAT1 activator 98, FLuc inhib CS 8, FLuc act counter 0.9, APP 5UTR inh -20, APP 5'UTR act 20, DTT redox prof 1.1 and Hsp70 activator -0.2.
O=[N+]([O-])c1ccc(-c2cnc(NO)nc2)cc1 was read as G6PDH counter -23, HMGR II inh 2, NF-kB neuron act 0.97, STAT1 activator 103, FLuc inhib CS 1, FLuc act counter 1, APP 5UTR inh 14, APP 5'UTR act -14, DTT redox prof 0.3 and Hsp70 activator 0.0.
`COc1cccc(NC(=O)CN2C(=O)NC(C)(CCC(C)C)C2=O)c1` (centres undefined) gave G6PDH counter 4, HMGR II inh 2, NF-kB neuron act 1.1, STAT1 activator 108, FLuc inhib CS -5, FLuc act counter 1.1, APP 5UTR inh 10, APP 5'UTR act -10, DTT redox prof -2.2 and Hsp70 activator 0.1.
Screening O=C(CC(c1ccccc1)c1ccccc1)Nc1ccc(Cl)cn1 returned G6PDH counter 5, HMGR II inh -4, NF-kB neuron act 1.2, STAT1 activator 94, FLuc inhib CS -5, FLuc act counter 1, APP 5UTR inh -14, APP 5'UTR act 14, DTT redox prof 1.2 and Hsp70 activator -0.3.
`Cc1ccc(C(=O)Nc2ccccc2C(=O)NC2CCCCC2)cc1S(=O)(=O)N1CCOCC1` gave G6PDH counter 1, HMGR II inh 0, NF-kB neuron act 1.2, STAT1 activator 102, FLuc inhib CS -2, FLuc act counter 1, APP 5UTR inh 10, APP 5'UTR act -9, DTT redox prof -0.6 and Hsp70 activator -0.1.
`COc1ccccc1NC(=O)CSc1ccc2nnc(-c3ccncc3)n2n1` gave G6PDH counter 2, HMGR II inh -12, NF-kB neuron act 0.93, STAT1 activator 95, FLuc inhib CS -2, FLuc act counter 1, APP 5UTR inh 1, APP 5'UTR act -1, DTT redox prof -0.4 and Hsp70 activator -0.1.
`Clc1ccc(-c2nc(N3CCCCC3)nc3ccccc23)cc1` gave G6PDH counter 2, HMGR II inh -4, NF-kB neuron act 1.1, STAT1 activator 105, FLuc inhib CS -7, FLuc act counter 1.1, APP 5UTR inh -14, APP 5'UTR act 14, DTT redox prof 1.1 and Hsp70 activator -0.2.
`COc1cc(C2C3C(=O)N(c4ccccc4)C(=O)C3ON2c2ccccc2)ccc1O` (centres undefined) gave G6PDH counter 5, HMGR II inh 2, NF-kB neuron act 1, STAT1 activator 113, FLuc inhib CS -2, FLuc act counter 1, APP 5UTR inh -5, APP 5'UTR act 5, DTT redox prof -1.3 and Hsp70 activator -0.2.
CC1(C)CC(=O)C(N=Nc2ccc(Cl)cc2)=C(O)C1 was read as G6PDH counter -12, HMGR II inh -2, NF-kB neuron act 1.5, STAT1 activator 107, FLuc inhib CS 27, FLuc act counter 0.7, APP 5UTR inh -16, APP 5'UTR act 17, DTT redox prof 0.1 and Hsp70 activator 0.0.
For Cc1cc2nc(-c3ccc(SCc4ccc(C(=O)O)cc4)nc3)[nH]c2cc1C the results were G6PDH counter 9, HMGR II inh -3, NF-kB neuron act 1.4, STAT1 activator 115, FLuc inhib CS 18, FLuc act counter 0.8, APP 5UTR inh -89, APP 5'UTR act 89, DTT redox prof 0.2 and Hsp70 activator 0.3.
For O=C(NCC1CCCO1)C(c1ccc(F)cc1)N(CC1CCCO1)C(=O)c1ccc(-c2ccccc2)[nH]1 (centres undefined) the results were G6PDH counter 1, HMGR II inh -3, NF-kB neuron act 1.2, STAT1 activator 97, FLuc inhib CS 6, FLuc act counter 0.9, APP 5UTR inh 15, APP 5'UTR act -15, DTT redox prof -0.4 and Hsp70 activator 0.2.
Screening Cc1ccc(C)c(OCCCCCn2ccnc2)c1 returned G6PDH counter 15, HMGR II inh 1, NF-kB neuron act 0.97, STAT1 activator 93, FLuc inhib CS 2, FLuc act counter 1, APP 5UTR inh 10, APP 5'UTR act -10, DTT redox prof -0.3 and Hsp70 activator -0.5.

Compound activity deposited in PubChem by several laboratories.
